bub3: NCI yeast anticancer drug screen, S. cerevisiae bub3 mutant strain; actives 9.9% (n = 78,000); growth inhibition, % at 50 µM; AID 167;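 note: 0% = growth of vehicle-only cultures of the same strain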
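Steps: expose the mutant yeast strain to compound; grow alongside vehicle-treated cultures; measure growth; express inhibition against the vehicle cultures.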
yeast mec2-1: NCI yeast anticancer drug screen, S. cerevisiae mec2-1 strain | AID 157 | actives 9% (n = 79,000) | growth inhibition, % at 50 µM;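 note: 0% = growth of vehicle-only cultures of the same strain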
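Test agents were screened against the mec2-1 yeast strain, with defined DNA repair or cell cycle alteration. Growth was scored as inhibition against vehicle-only controls.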
sgs1 mgt1: NCI yeast anticancer drug screen, S. cerevisiae sgs1 mgt1 strain; % growth inhibition at 50 µM; actives 10% (n = 78,000); AID 161;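 note: 0% = growth of vehicle-only cultures of the same strain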
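Percent growth inhibition was derived by comparing compound-exposed mutant yeast with vehicle-exposed cultures. The strain carries alterations in DNA damage repair.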
cln2 rad14: NCI yeast anticancer drug screen, S. cerevisiae cln2 rad14 strain; AID 165; % growth inhibition at 50 µM; actives 8.3% (n = 78,000);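 note: 0% = growth of vehicle-only cultures of the same strain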
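Each compound was tested on cln2 rad14 yeast. Inhibition of growth was calculated against vehicle-exposed controls.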
yeast mlh1 rad18: NCI yeast anticancer drug screen, S. cerevisiae mlh1 rad18 strain | % growth inhibition at 50 µM | actives 11% (n = 79,000) | AID 175;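 note: 0% = growth of vehicle-only cultures of the same strain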
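Yeast w/ defined DNA-repair lesions; compound exposure; growth vs vehicle controls → % inhibition.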
rad50: NCI yeast anticancer drug screen, S. cerevisiae rad50 strain | % growth inhibition at 50 µM | actives 10% (n = 79,000);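 note: 0% = growth of vehicle-only cultures of the same strain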
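Inhibition values express reduced yeast growth in compound-treated cultures relative to vehicle-treated controls.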
An asterisk follows results filed as active; & = joins results of further samples. Cut-off read from the data, not from the text of the source: active = growth inhibition above about 70%; inactive = the rest.

SMILES | bub3 | yeast mec2-1 | sgs1 mgt1 | cln2 rad14 | yeast mlh1 rad18 | rad50
Oc1ccccc1-c1cc(-c2ccccc2)nc(NCCCNc2nc(-c3ccccc3)cc(-c3ccccc3O)n2)n1 | 35.0 | 8.0 | -5.3 | -14.8 | 14.2 | -11.2
CN(C)C(=O)C1CCC(=O)N1 (stereo not drawn) | 10.6 | 10.6 | 6.6 | -5.0 | -0.3 | 3.1
O=CN(O)CC(=O)O | 6.5&7.3 | -7.3&-1.1 | -4.3&-0.5 | 8.2&8.7 | -29.1&0.8 | -5.7&7.3
CC(=O)Nc1cc(N)ccc1C | 10.6 | 4.5 | 1.6 | -18.2 | -14.3 | 7.2
O=c1[nH]cnc2c1ccc1[nH]ncc12 | -1.1 | 0.2 | -3.4 | -42.2 | 5.4 | 9.4
CC(CS)CS | -0.8 | -0.5 | 7.0 | -8.8 | 37.0 | 6.8
CC(=S)N1CCCCC1 | 3.6 | -8.2 | 1.7 | -37.1 | -21.8 | -5.8
Cc1cc2c(C)nn(Cc3ccc(Cl)cc3Cl)c2c(C#N)c1C | 5.8 | -14.8 | 24.9 | 20.1 | 31.6 | 18.2
CC(/C=C/c1ncccc1OCCCCCC(=O)O)=N\NC1=NCCN1 | -8.3 | -7.2 | -2.1 | -55.4 | 4.8 | 10.2
Cc1cn(C2CC(O)C(COC(=O)CCCCCCCCCCN=[N+]=[N-])O2)c(=O)[nH]c1=O (stereo not drawn) | -23.1 | -40.6 | -3.2 | -39.2 | -1.6 | -11.4
O=[N+]([O-])c1cc(F)ccc1-c1ccc(F)cc1 | 2.8 | -4.8 | 0.7 | -20.7 | 20.4 | 2.4
O=C(CCCc1ccccc1)c1ccccc1 | 4.5 | -12.1 | -7.7 | -24.1 | 0.2 | 10.1
O=C(O)CSc1nc2cc(Cl)c(Cl)cc2[nH]1 | 13.1 | -6.8 | 1.4 | -10.4 | -7.5 | -9.8
C#CCSc1n[nH]c(-c2ccco2)n1 | -58.8 | -20.8 | -11.2 | -24.6 | 13.2 | 3.3
C1=C(c2ccccc2)c2ccccc2/C1=N/Nc1ccccc1 | 0.6 | 6.2 | 8.1 | 2.3 | 5.0 | 6.4
O=C(O)Cc1ccc2c(c1)CCC2 | 4.2 | 4.9 | -0.7 | -19.5 | 4.6 | 21.1
CC(=O)OC1=Cc2ccccc2C(c2ccccc2)c2ccccc21 (stereo not drawn) | 14.3 | 9.6 | 16.5 | 10.7 | 18.3 | 14.3
CCOC(=O)C(Cc1cc(I)c(O)c(I)c1)NC(=O)c1ccccc1 (stereo not drawn) | -14.8 | 1.1 | 19.5 | -26.9 | 3.5 | 17.9
O=C1NCCCN1C(=O)Nc1ccc(Cl)c(Cl)c1 | 10.7 | 13.3 | 26.4 | 16.3 | 36.2 | 32.5
O=[N+]([O-])c1ccc(O)c(-c2ccccc2)c1 | 99.2* | 99.7* | 98.8* | 98.7* | 99.2* | 99.3*
CCOC(=O)CON=c1c2ccccc2ccc2ccccc12 | -10.2 | -5.8 | -22.5 | 3.4 | -2.5 | 4.0
O=C1CCCCCCCC(=O)Nc2ccc3nc4ccccc4c(c3c2)SCCCCCCCCCCCCSc2c3ccccc3nc3ccc(cc23)N1 | -3.2 | -6.5 | -20.9 | -9.2 | -10.3 | -9.8
COC(=O)CCS/C=C/C(=O)O | 4.2 | -8.6 | -2.4 | -34.4 | 4.3 | 11.1
Cc1ccc(C)c(NC(=O)CC/C(=N\NC(=O)c2c(O)ccc3ccccc23)C(C)C(=O)c2ccc(O)cc2)c1 (stereo not drawn) | 16.1 | 36.5 | -5.5 | 12.6 | 20.8 | 10.2
Brc1ccc(C2CC(c3cccc4ccccc34)=Nc3ccccc3S2)cc1 (stereo not drawn) | 8.7 | -2.5 | -10.9 | -29.2 | 18.1 | -14.1
O=CC[C@]12CC(=O)OC(C=CC13OCCO3)C2 | 13.4 | -9.4 | -16.7 | 17.6 | 9.1 | 6.5
c1c[nH]c(C2=NCCCCC2)c1 | -5.2 | -7.0 | 2.2 | -3.0 | -29.1 | 1.9
COC(=O)Nc1nc2ccc(-c3c(C)oc(C)c3C(=O)O)cc2[nH]1 | 1.9 | 47.0 | 28.6 | 23.9 | 10.2 | 4.2
OCCOC1CCC(O)C2CCCCC12 (stereo not drawn) | -3.6 | -10.2 | -1.2 | -1.3 | 3.0 | 2.2
O=C1/C(=C/c2ccccc2)CN(C(=O)C(F)(F)F)C/C1=C\c1ccccc1 | 55.1 | 40.0 | 46.0 | 42.2 | 53.6 | 65.3
ClCC1CSC(c2ccccc2)O1 (stereo not drawn) | 29.1 | 13.1 | 22.4 | 4.1 | 25.6 | 10.5
COCCOC(=O)c1ccccc1Cl | 7.1 | 15.6 | 16.3 | 8.8 | 22.4 | 23.7
CCc1ccccc1NC(=O)/C(CC(=O)c1c(C)n([O-])c2ccccc2[n+]1=O)=N\NS(=O)(=O)c1ccc(C)cc1 | 7.2 | -8.2 | -12.3 | 12.7 | 2.5 | -18.8
Cc1ccc(S(=O)(=O)NCC(=O)OCc2ccccc2)cc1 | 12.4 | 3.4 | 1.2 | -0.6 | 7.8 | 4.2
CCCC[n+]1c(/C=C\c2c(OC)cc(OC)cc2OC)ccc2ccccc21 | 90.1* | 90.8* | 91.7* | 89.7* | 88.0* | 88.8*
COc1ccc2c(c1)CCC(c1nc3ccc(C)cc3[nH]c1=O)C2=O (stereo not drawn) | -4.7 | 8.5 | 8.0 | 9.1 | 22.6 | 8.0
N#C/C(=C/c1cccc(Oc2ccccc2)c1)c1ccccc1 | -23.1 | -28.2 | -0.6 | -1.5 | -14.4 | 11.7
N#CCCOCCNCCSC(=O)c1ccccc1 | 8.4 | 4.0 | 12.4 | 6.7 | 4.2 | 36.8
Cn1c(=O)c2[nH]c(CN)nc2n(C)c1=O | -7.7 | 2.5 | 32.9 | 12.9 | 31.8 | 38.6
COc1ccc(NC(=O)Nc2ccc(SC)cc2)c(Cl)c1 | 19.5 | 5.6 | -2.8 | -13.9 | 20.9 | 0.8
COc1cc2c(c(OC)c1OC)-c1ccc(SC)c(=O)cc1[C@@H](NC1OC(CO)C(O)C(O)C1O)CC2 (stereo partly drawn) | 5.0 | -1.9 | 5.2 | 6.2 | 3.5 | -10.6
CCCCN(CCCC)CC(O)c1cc(-c2ccc(Cl)c(Cl)c2)nc2c(Cl)cc(Cl)cc12 (stereo not drawn) | -15.5 | 31.1 | -15.7 | 11.6 | -11.8 | 28.3
Cc1ccc(O)c(Cc2cc(C)cc(Cc3cc(C)ccc3O)c2O)c1 | -2.9 | -7.8 | 15.2 | 36.9 | 42.4 | 30.2
N#[N+]c1ccc2c(c1)C(=O)c1ccccc1-2 | 8.6 | 0.1 | -0.6 | -46.2 | -6.7 | 3.2
NC(=S)N/N=C(/CCN1CCCC1)CC(C1=C(O)C2=CCCCC2OC1=O)c1ccccc1 (stereo not drawn) | 35.5 | -24.5 | 25.6 | 15.0 | -7.2 | 18.5
Cc1cc(C)c([O-])c(-[n+]2c(-c3ccccc3)cc(-c3ccccc3)cc2-c2ccccc2)c1 | 92.2* | 92.5* | 91.0* | 89.8* | 89.7* | 90.8*
CC(C)=CC(=O)CNC(N)=S | 0.2 | 17.9 | 16.4 | 10.7 | 23.9 | 36.1
CC(C)=C1C=C2CC[C@@H]3[C@](C)(CCC[C@@]3(C)C(=O)O)[C@H]2CC1 | 85.8* | 90.2* | 91.0* | 90.3* | 88.5* | 88.3*
COC(=O)CCCC(=O)O | 2.9 | -5.2 | -2.6 | -15.4 | 8.2 | 4.4
CCOC(=O)c1ccc(N=NC2Sc3nc4ccccc4n3C2=O)cc1 (stereo not drawn) | 21.8 | -2.4 | -2.6 | -51.4 | -6.3 | -23.6
O=C1OC(=C(Cl)Cl)C2C3c4ccccc4C(c4ccccc43)C12 (stereo not drawn) | 2.7 | 21.6 | -1.5 | 8.8 | 18.2 | 21.9
CCNC(=O)c1cnc2ccccc2c1 | 15.2 | -4.0 | 4.1 | -22.9 | 26.0 | 10.6
CC1=CC(=O)OC(=O)/C1=C/c1ccc(N(C)C)cc1 | 23.0 | 33.8 | -7.7 | 19.7 | -9.4 | -11.2
CCCCN=C1NC(N)=NC(C)(C)N1 | -13.3 | -0.3 | -0.8 | -37.5 | -18.9 | -0.1
NC(=O)Nc1n[nH]c(-c2ccccc2)n1 | -17.6 | -22.9&-14.9 | -7.2 | -32.6 | -4.7&1.4 | -5.7&1.3
C[C@]1(C(N)=O)C[C@@H]2C=C[C@H]1CC2 | 0.7 | -9.4 | -11.1 | 5.9 | -1.6 | -10.7
CCN(CC)CCCC(C)NC(=O)c1ccc2c(c1)C(=O)c1ccccc1C2=O (stereo not drawn) | -17.7 | 19.1 | 16.9 | 36.4 | -33.9 | 6.0
CC(O)C(C)NC(C)C(C)O (stereo not drawn) | 12.1 | -0.3 | -30.8 | 15.3 | -2.9 | 0.4
CC1CCC2(CC1)CC(=O)N(N)C2=O (stereo not drawn) | -5.4 | -13.9 | -17.4 | -22.3 | 7.8 | -34.2
COC(=O)C(C)(N=Cc1ccccc1)c1ccccc1 (stereo not drawn) | -9.8 | -30.9 | 6.7 | 17.4 | 0.6 | -34.2

6 structures out of the list, arranged by molecular weight, ascending.
SMILES | bub3 | yeast mec2-1 | sgs1 mgt1 | cln2 rad14 | yeast mlh1 rad18 | rad50
C[C@]1(C(N)=O)C[C@@H]2C=C[C@H]1CC2 | 0.7 | -9.4 | -11.1 | 5.9 | -1.6 | -10.7
NC(=O)Nc1n[nH]c(-c2ccccc2)n1 | -17.6 | -22.9&-14.9 | -7.2 | -32.6 | -4.7&1.4 | -5.7&1.3
CC(C)=C1C=C2CC[C@@H]3[C@](C)(CCC[C@@]3(C)C(=O)O)[C@H]2CC1 | 85.8* | 90.2* | 91.0* | 90.3* | 88.5* | 88.3*
CCN(CC)CCCC(C)NC(=O)c1ccc2c(c1)C(=O)c1ccccc1C2=O (stereo not drawn) | -17.7 | 19.1 | 16.9 | 36.4 | -33.9 | 6.0
NC(=S)N/N=C(/CCN1CCCC1)CC(C1=C(O)C2=CCCCC2OC1=O)c1ccccc1 (stereo not drawn) | 35.5 | -24.5 | 25.6 | 15.0 | -7.2 | 18.5
CCCCN(CCCC)CC(O)c1cc(-c2ccc(Cl)c(Cl)c2)nc2c(Cl)cc(Cl)cc12 (stereo not drawn) | -15.5 | 31.1 | -15.7 | 11.6 | -11.8 | 28.3

Molecules listed so far that contain a furan ring, fused or not:
SMILES | bub3 | yeast mec2-1 | sgs1 mgt1 | cln2 rad14 | yeast mlh1 rad18 | rad50
C#CCSc1n[nH]c(-c2ccco2)n1 | -58.8 | -20.8 | -11.2 | -24.6 | 13.2 | 3.3
COC(=O)Nc1nc2ccc(-c3c(C)oc(C)c3C(=O)O)cc2[nH]1 | 1.9 | 47.0 | 28.6 | 23.9 | 10.2 | 4.2

Following part:
SMILES | bub3 | yeast mec2-1 | sgs1 mgt1 | cln2 rad14 | yeast mlh1 rad18 | rad50
CC(C)(CO)CBr | 13.3 | -18.2 | 4.2 | 14.5 | 2.6 | 7.3
C[Si](C)(C)/C=C/CCNC(C#N)c1ccccc1 (stereo not drawn) | 90.1* | 91.8* | 92.7* | 90.2* | 90.3* | 89.7*
Cc1cc2c(C(C)C)c(O)c(O)c3coc(/c1=c1/c(C)cc4c(C(C)C)c(=O)c(=O)c5coc1c45)c32 | 98.5* | 99.2* | 99.0* | 98.8* | 99.2* | 98.9*
c1ccc(C[n+]2ccc3c(c2)CCCC3)cc1 | 19.1 | -13.2 | 27.8 | 17.3 | 6.4 | -1.0
C1C[O][Ge]2([O]1)[O]CC[O]2 | -13.2 | -5.0 | -16.2 | 17.1 | -6.0 | -24.9
O=S(=O)(Nc1cccc(C(F)(F)F)c1)c1ccc(F)cc1 | -3.5 | 9.5 | 11.0 | 12.9 | 42.9 | 7.0
[NH-]c1ncnc2c1N=C[N+]2=CC=CCO | -28.4 | -17.0 | -19.7 | -7.6 | -10.7 | -1.6
O=C(Oc1ccc(O)c2ccccc12)c1ccccc1 | 98.5* | 98.6* | 98.3* | 98.5* | 97.2* | 98.7*
CCC(C)C(CC)C(=O)N(C)C(=O)N(C)C(C)=O (stereo not drawn) | 13.7 | 33.3 | 4.5 | -33.5 | 12.5 | -19.2
O=C(NN1C(=O)CSC1c1ccccc1F)c1ccncc1 (stereo not drawn) | 11.9 | 6.2 | 21.6 | 7.7 | 19.5 | 11.2
CC(=O)c1c(O)c2cccc3c2n(c1=O)CCC3 | 84.4* | 91.6* | 94.9* | 71.3* | 95.3* | 97.2*
O=C1OCC2CC1C(=O)O2 (stereo not drawn) | -3.6 | 0.3 | 6.0 | 4.7 | 6.7 | -7.7
CC(C(=O)O)(c1ccccc1)c1ccccc1 | -29.4 | -3.6 | -15.6 | -7.7 | -19.2 | -15.2
COc1ccc(/C=C/C(=N/Nc2ccccc2)C(C)CN(C)C)cc1 (stereo not drawn) | 19.1 | 7.2 | 30.9 | -7.3 | 30.6 | 28.9

Compound activity (PubChem BioAssay)

An unsorted share of the library. About 14% of those tested had a hit in this group.
